Screens: PubChem, several laboratories
NF-kB expr up: activators of NF-kB expression in neurons, primary screen, cell-based, HTS; fold change at 12.5 µM; hit rate 1.6% among 190,000; human neuronal cells, NF-kB reporter expression; hits give high values; in the data active = fold change above about 3.3
Diaph inh CS: diaphorase inhibitors and chemical oxidizers, primary screen, counter-screen for diaphorase-coupled primary assays, biochemical, uHTS, resorufin fluorescence; AID 1217, 2008; inhibition, % at 20 µM; hit rate 0.69% among 190,000; diaphorase resazurin-to-resorufin fluorescence, NADH, 16 min; bacterial (C. kluyveri) enzyme, not human;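 active = primary screen inhibition at 20 µM above a set limit, cut at about 50% in these data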;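 note: plate controls were DMSO with full reaction for no effect and wells lacking NADH for full effect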
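material = Clostridium kluyveri diaphorase enzyme | amount = 0.14 U/mL diaphorase, enzyme working solution | schedule = incubation 16 min, room temperature | detection = fluorescence of resorufin formed from resazurin, Ex 544/Em 590 nm | benchmarks = positive control minus NADH, DMSO neutral control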
FLuc stim CS: FLuc activators, initial screening, artefact control for FLuc-dependent activation tests, biochemical, ATPlite luminescence; Luciferin 4-monooxygenase (Photinus pyralis), P08659; ATPlite luciferase biochemical, 10 min; 0 = ATP-free wells, 1 = DMSO control; activation factor at 10 µM; 200,000 tested, under 10 active;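 active = luciferase activation factor, scaled between plate controls, of at least 2 with compound at 10 µM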
Target sequence (P08659 whole entry, looked up): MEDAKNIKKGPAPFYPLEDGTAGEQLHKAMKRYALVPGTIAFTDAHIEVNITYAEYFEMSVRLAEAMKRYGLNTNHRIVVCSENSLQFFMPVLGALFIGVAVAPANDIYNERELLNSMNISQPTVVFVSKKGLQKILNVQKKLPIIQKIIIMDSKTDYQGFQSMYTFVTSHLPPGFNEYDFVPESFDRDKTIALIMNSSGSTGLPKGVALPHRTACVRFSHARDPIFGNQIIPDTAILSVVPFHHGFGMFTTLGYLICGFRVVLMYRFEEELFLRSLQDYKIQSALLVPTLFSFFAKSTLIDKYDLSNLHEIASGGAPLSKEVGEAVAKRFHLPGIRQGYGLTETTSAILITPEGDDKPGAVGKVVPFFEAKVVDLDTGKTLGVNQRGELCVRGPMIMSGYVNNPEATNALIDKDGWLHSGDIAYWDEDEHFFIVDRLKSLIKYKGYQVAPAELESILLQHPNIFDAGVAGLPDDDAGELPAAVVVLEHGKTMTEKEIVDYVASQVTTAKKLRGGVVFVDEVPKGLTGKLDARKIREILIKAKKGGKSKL
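System: luciferase plus luciferin reagent, cell-free; medium: PBS as buffer for the ATP substrate; dosing: test compounds dosed from 2 mM stocks in 100% DMSO; timing: 10 min post-reagent at room temperature; measured by: luminescence measurement of luciferase light output; evaluation: luciferase activation, seen as luminescence increase over controls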
G6PDH CS: L. mesenteroides G6PDH inhibitors, counter-screen for G6PDH-coupled screening assays, biochemical, Leuconostoc mesenteroides enzyme. glucose-6-phosphate dehydrogenase [Leuconostoc mesenteroides]. Purified L. mesenteroides G6PDH, diaphorase/resazurin coupled fluorescence, 45 min. inhibition, % at 5 µM. hit rate 0.12% among 200,000. AID 1020, 2008; in the data active = inhibition above about 50%
STAT1 activator: STAT1 signaling activators, primary screen, cell-based, HTS, luciferase reporter; NIH 3T3 STAT1-luciferase reporter, IFN-gamma, luminescence; 100% = IFN-gamma alone, no compound; activation (% of control), % at 5.5 µM; hit rate 2.6% among 200,000;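 active = activation above the screen-wide mean activation plus 3 SD, cut at about 130% in these data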;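 note: raw ratio to IFN-gamma control signal so 100% means no change and 0% no light; values of inactives mirror those of a sister screen read the other way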
FLuc inh counter: firefly luciferase enzyme inhibitors, primary screen, artefact control for luciferase-based inhibitor screens, biochemical, luminescence, ATPLite; 10 min; Luciferin 4-monooxygenase (Photinus pyralis), P08659; inhibition, % at 10 µM; hit rate 1.5% among 200,000; AID 1006, 2008;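 active = inhibition above about 50% when tested at 10 µM, limit read from the data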
TLR4 MyD88 comp: inhibitors of TLR4-MyD88 association in cells, primary screen, cell-based, HeLa CL3-4, BLA complementation, FRET ratio; Toll-like receptor 4 (Homo sapiens) + Myeloid differentiation primary response protein …; HeLa CL3-4 TLR4/MyD88 BLA complementation; inhibition, % at 8.4 µM; hit rate 0.18% among 200,000; AID 861, 2007; in the data active = inhibition above about 25%;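 note: 0% = vehicle and 100% = reference inhibitor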
APP 5UTR inh: inhibitors of APP translation via 5'UTR reporter, primary screen, APP 5'UTR luciferase, SH-SY5Y cells | hit rate 0.82% among 190,000 | SH-SY5Y APP 5'UTR-luciferase reporter, luminescence | inhibition, % at 2 µM;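 active = inhibition above a set limit, derived from the sample mean plus 3 SD, cut at about 45% in these data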; note: values of inactives mirror those of a sister screen read the other way
Diaph act CS: compounds boosting diaphorase resazurin reduction – biochemical, uHTS, resorufin fluorescence, counter-screen for diaphorase-coupled primary assays, primary screen | Diaphorase/resazurin coupled assay, 16 min; hits give high values; 1 = vehicle wells, 0 = NADH-free wells | activation factor at 20 µM | hit rate 0.005% among 190,000 | AID 1229, 2008;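 active = diaphorase activity raised at least twofold by the compound at 20 µM; inactive = activation factor below 2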
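Measured by – red resorufin fluorescence at 544/590 nm excitation/emission · Test system – Clostridium kluyveri diaphorase, purified enzyme · Incubation – reaction time 16 min, room temperature · Buffer or medium – 50 mM HEPES pH 7.4 with 4.542 mM MgCl2, 0.005% Tween 20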
APP 5'UTR act: activators of APP 5'UTR luciferase reporter, primary screen, SH-SY5Y cells; SH-SY5Y APP 5'UTR luciferase reporter, luminescence; zero percent = DMSO vehicle wells; activation, % at 2 µM; hit rate 1% among 190,000; AID 1276, 2008;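 active = activation above a set limit, based on mean plus 3 SD of controls, cut at about 140% in these data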; note: values of inactives mirror those of a sister screen read the other way
* hit, by the source's call; . = no result given; & = joins results of further samples.

SMILES	NF-kB expr up	Diaph inh CS	FLuc stim CS	G6PDH CS	STAT1 activator	FLuc inh counter	TLR4 MyD88 comp	APP 5UTR inh	Diaph act CS	APP 5'UTR act
CCOC(=O)C1=C(N)Oc2cc(C)[nH]c(=O)c2C1c1ccncc1 (centres undefined)	1.1	2	1.1	11	90	-6	-14	0	1	0
O=C1CC(N2CCN(c3ccccc3)CC2)C(=O)N1c1ccc2c(c1)OCCO2 (centres undefined)	0.9	16	1.1	5	104	-6	16	1	0.8	-1
Cc1nn(C(=O)c2ccc3c(c2)OCO3)c(N)c1-c1ccccc1	1.6	16	0.2	-8	124	80*	-6	-12	0.8	12
CC(=O)c1nnn(-c2cccc([N+](=O)[O-])c2)c1C	1	6	1	-4	99	-3	17	2	0.9	-3
CC(C)CNC(=S)N1CCN(Cc2ccc3c(c2)OCO3)CC1	0.89	25	1	10	89	-4	-11	-7	0.8	7
Cc1cc(C)nc(Sc2ccc3nnnn3n2)n1	1.2	5	1.1	10	94	-5	1	-8	0.9	8
Cc1ccc(OCCNS(=O)(=O)c2ccc(N3CCCC3=O)cc2)cc1	1.3	10	1	2	95	-2	-6	-6	0.9	6
Cc1ccc(C(=O)NC(=S)NNS(=O)(=O)c2ccc(C)cc2)cc1	0.91	25	1	-4	104	0	-7	-5	0.8	5
COc1ccc(C(=O)Nc2nc(-c3ccc(S(=O)(=O)N4CCOCC4)cc3)cs2)cc1	0.4	18	1	-1	85	0	5	-2	0.8	2
CCOC(=O)C(C)Sc1nnc(NC(=O)c2ccc3c(c2)OCO3)s1 (centres undefined)	1	-6	0.9	8	97	12	-5	-3	1.1	3
Nc1nnc(CSCc2cccc(Br)c2)s1	1.3	16	1	-1	101	1	-10	-17	0.8	17
O=C(OCCN=C1NS(=O)(=O)c2ccccc21)c1cccs1	0.89	-9	1	3	102	-1	7	-26	1.1	27
CC(=O)Nc1ccc(-c2csc(NC=C3C(=O)OC(C)(C)OC3=O)n2)cc1	1.6	9	0.9	10	97	10	-4	-8	0.9	8
CCOC(=O)COc1ccccc1/C=N/O	1.1	6	1	2	101	-1	-7	-14	0.9	14
COC(=O)c1ccc(CSc2ccc3nnc(-c4ccc(OC)cc4)n3n2)o1	1.1	34	1	2	97	-3	8	10	0.7	-10
CS/C(=N\S(=O)(=O)c1cccs1)Nc1ccc(Cl)cc1	1.1	8	1.1	-13	97	-5	2	4	0.9	-4
COCCCN1C(=O)C(=O)/C(=C(/O)c2ccc3c(c2)OCCO3)C1c1ccc(C(=O)OC)cc1 (centres undefined)	1.7	7	1.1	2	95	-6	-6	-20	0.9	20
O=c1cc(N2CCOCC2)c2ccccc2o1	1.2	12	1.1	9	107	-8	-10	5	0.9	-5
C#C[C@]1(O)CC[C@H]2[C@@H]3CCc4cc(O)ccc4[C@H]3CC[C@@]21C	1	8	1.1	8	102	-8	14	-5	0.9	5
CCn1c(SCC(=O)N2CCN(c3ccccc3)CC2)nnc1-c1ccncc1	1.1	15	1	3	102	-4	-4	-9	0.8	9
CNC(=S)N(Cc1ccc(OC)cc1)Cc1cc2cccc(C)c2[nH]c1=O	0.92	12	1.1	17	100	-8	1	-3	0.9	3
O=C(CN1C(=O)CC(c2ccccc2)=Nc2ccccc21)NC1CCCCC1	1.2	13	1.1	10	100	-6	-6	25	0.9	-25
CCN(CC)C(=O)CSc1nc(O)cc(=O)n1C	1.4	8	1	6	105	-3	7	-25	0.9	25
CCOc1ccc(NC(=O)N(CCN(C)C)C(C)c2ccncc2)cc1 (centres undefined)	1.2	16	1	8	97	-2	0	0	0.8	0
Cc1ccccc1-c1nc2ccccc2c(=O)n1C1CCS(=O)(=O)C1 (centres undefined)	1.2	11	1.1	0	95	-7	2	5	0.9	-5
COc1ccc(OC)c(NC(=O)COC(=O)Cc2ccc(Br)cc2)c1	1.3	20	1	5	99	-1	-9	5	0.8	-5
CCn1c(COc2ccccc2C)nc2ccccc21	2.1	12	0.8	3	125	23	2	-21	0.9	21
COC(=O)c1cc2oc3ccccc3c2n1Cc1ccccn1	0.98	13	1	10	102	3	-8	6	0.9	-6
Clc1ccc(CN2CCCCCCC2)cc1	1.2	12	1.1	4	91	-6	-3	-5	0.9	5
O=C(CSc1nnc(-c2ccccc2F)n1C1CC1)Nc1ccc2[nH]c(=O)[nH]c2c1	0.91	22	1	10	95	-3	9	-6	0.8	7
Oc1c(C=C2N=c3ccccc3=N2)sc(=S)n1C1CCCCC1	1.1&0.95	0&10	1&1	17&19	102&96	3&-3	4&9	2&2	1&0.9	-2&-2
Cc1cccc(Nc2nc3c(s2)CCCC3)c1	6.6*	9	0.9	-9	164*	12	-22	-120	0.9	120
COC(=O)C1(C)CCc2cc(OC)ccc2C1=O (centres undefined)	1.1	3	1.1	12	95	-7	-6	-2	1	2
O=C1CC(=C(c2ccccc2)c2ccccc2)C(=O)N1CCCN1CCN(c2cccc(Cl)c2)CC1	0.94	7	1.1	-22	105	-9	1	4	0.9	-4
CC(=O)c1cnc2ncnn2c1C	1.2	10	1.1	-1	105	-6	-14	-12	0.9	12
COc1ccc(OC)c(CN(CCN2CCOCC2)C(=O)Nc2ccccc2)c1	1	14	1	16	110	3	13	0	0.9	0
CCc1c(C)n([O-])c2c([n+]1=O)CCC2	1.5	4	1.1	-3	97	-6	1	-8	1	8
COc1ccc(S(=O)(=O)CCC(=O)NCCc2ccc(Cl)cc2)cc1	0.94	8	1	-2	100	-5	2	.	0.9	.
S=C(NCc1ccco1)Nc1ccc(Cl)cc1Cl	1.5	16	1.1	6	119	-5	3	-12	0.8	13
O=C(CSc1nnc(Nc2ccccc2)s1)Nc1cccnc1Cl	1.6	13	1	-6	98	-2	-6	-8	0.9	8
COC(=O)c1sccc1NC(=O)c1cc(-c2ccc(C)cc2)nc2ccccc12	1.3	6	1	1	98	-4	7	0	0.9	0
COc1cc(C2=NOC(C(=O)NCc3ccc(F)cc3)C2)cc(OC)c1OC (centres undefined)	2.5	-2	1	-8	98	-4	-4	95*	1	-95
COCCNC(=S)N(CCc1c(C)[nH]c2ccc(C)cc12)Cc1ccco1	1.1	18	1	3	86	-2	0	-26	0.8	26
O=c1cc(-c2ccccc2)nc2nc(-c3ccccc3)[nH]n12	1.8	26	0.5	-19	156*	45	-8	-10	0.7	10
Cc1nc2ccc(NC(=O)c3sccc3C)cc2s1	4.7*	-19	0.7	13	143*	34	-1	-163	1.2	163*

Quoted at random: 5 compounds from above, in no set order.
SMILES	NF-kB expr up	Diaph inh CS	FLuc stim CS	G6PDH CS	STAT1 activator	FLuc inh counter	TLR4 MyD88 comp	APP 5UTR inh	Diaph act CS	APP 5'UTR act
Cc1cccc(Nc2nc3c(s2)CCCC3)c1	6.6*	9	0.9	-9	164*	12	-22	-120	0.9	120
Cc1cc(C)nc(Sc2ccc3nnnn3n2)n1	1.2	5	1.1	10	94	-5	1	-8	0.9	8
CCc1c(C)n([O-])c2c([n+]1=O)CCC2	1.5	4	1.1	-3	97	-6	1	-8	1	8
COc1ccc(OC)c(CN(CCN2CCOCC2)C(=O)Nc2ccccc2)c1	1	14	1	16	110	3	13	0	0.9	0
Nc1nnc(CSCc2cccc(Br)c2)s1	1.3	16	1	-1	101	1	-10	-17	0.8	17

Carrying on:
SMILES	NF-kB expr up	Diaph inh CS	FLuc stim CS	G6PDH CS	STAT1 activator	FLuc inh counter	TLR4 MyD88 comp	APP 5UTR inh	Diaph act CS	APP 5'UTR act
CCOC(=O)CN1C(=O)NC(C)(c2ccc(OC(F)F)cc2)C1=O (centres undefined)	0.86	6	1	7	94	-2	9	6	0.9	-6
O=[N+]([O-])c1ccc(Cl)c(/C=N/NC(=S)Nc2ccccc2)c1	0.94	7	1.1	1	100	-6	3	5	0.9	-5
Cc1cccc(OCCCC(=O)Nc2ccc(Br)cc2)c1	1	31	1.1	-30	107	-7	2	4	0.7	-4
CCC1(CC)Cc2ccccc2C(CC(=O)N2CCOCC2)=N1	0.92	4	1	-3	94	-1	-2	-30	1	30
N#Cc1cccc(Cn2nnc(-c3ccccc3)n2)c1	1.3	12	1	3	105	-3	-4	-8	0.9	8
CCCCn1c(=O)cc(N2CCOCC2)[nH]c1=O	0.99	10	1.1	-11	97	-9	2	-2	0.9	2
COc1cccc(NC(=O)C2CCCN(S(=O)(=O)c3ccc(-n4cnnn4)cc3)C2)c1 (centres undefined)	0.71	-3	1	2	116	-4	5	8	1	-8
Cc1cc(NS(=O)(=O)c2ccc(N3C(=O)C4C5C=CC(C5)C4C3=O)cc2)nc(C)n1 (centres undefined)	1.1	13	1	23	90	1	4	0	0.9	0
CCOc1cc(Cl)c(S(=O)(=O)NCc2ccccn2)cc1Cl	0.9	16	1.1	-8	85	-8	1	17	0.8	-17
CC1(C)Cc2ccccc2C(N/N=C/c2cccc(F)c2)=N1	0.82	12	1.1	11	100	-10	-9	13	0.9	-13
Clc1ccc(CSc2nnc(/C=C/c3ccccc3)o2)c(Cl)c1	0.98	18	1	-12	105	-2	1	10	0.8	-10
CCC(CO)n1c(SCc2cc(=O)oc3cc(C)ccc23)nc2ccccc2c1=O (centres undefined)	1	0	1.1	7	97	-7	-7	-18	1	17
COc1cccc(-c2nn(C)c3sc(C(=O)NCc4ccc5c(c4)OCO5)cc23)c1	0.96	23	1.1	0	97	-8	15	3	0.8	-3
Cc1occc1-c1nnc(SCC(=O)NCc2ccc3c(c2)OCO3)n1CC(C)C	0.97	30	1.1	-5	96	-6	-7	-49	0.7	49
O=C(COC(=O)c1c2c(nc3ccccc13)/C(=C/c1ccco1)CC2)NC1CCCC1	0.68	24	0.9	-2	105	7	45*	-24	0.8	24
COc1cc(-c2nc(-c3ccccc3)c(-c3ccc(F)cc3)[nH]2)cc2c1OCO2	0.83	18	1.1	-18	110	-8	4	.	0.8	.
Clc1ccccc1Nc1nnc(-c2ccncc2)s1	4.2*	11	0.2	12	131*	82*	-8	-160	0.9	160*
CCCCCCC1/C(=N/O)CCC1C(=O)OC (centres undefined)	1.1	2	1.1	-10	87	-8	7	11	1	-11
Cc1ccc(C)c(NC(=S)N2CCCCCC2)c1	1.3	6	1	4	102	-3	-17	.	0.9	.
